# PI4K2A inh: inhibitors of human PI4K2A; AID 1346378; 420,000 tested, 0.13% active; purified PI4K2A, ADP-Glo luminescence, 1 h; stronger effect = lower value; activity change, negative = inhibition, % at 76.9 µM; in the data active means activity change below about -50%; inconclusive means mostly about -30% to -49%;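 further: -100% = wells without enzyme as full effect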
# Target sequence (Q9BTU6 whole entry, looked up): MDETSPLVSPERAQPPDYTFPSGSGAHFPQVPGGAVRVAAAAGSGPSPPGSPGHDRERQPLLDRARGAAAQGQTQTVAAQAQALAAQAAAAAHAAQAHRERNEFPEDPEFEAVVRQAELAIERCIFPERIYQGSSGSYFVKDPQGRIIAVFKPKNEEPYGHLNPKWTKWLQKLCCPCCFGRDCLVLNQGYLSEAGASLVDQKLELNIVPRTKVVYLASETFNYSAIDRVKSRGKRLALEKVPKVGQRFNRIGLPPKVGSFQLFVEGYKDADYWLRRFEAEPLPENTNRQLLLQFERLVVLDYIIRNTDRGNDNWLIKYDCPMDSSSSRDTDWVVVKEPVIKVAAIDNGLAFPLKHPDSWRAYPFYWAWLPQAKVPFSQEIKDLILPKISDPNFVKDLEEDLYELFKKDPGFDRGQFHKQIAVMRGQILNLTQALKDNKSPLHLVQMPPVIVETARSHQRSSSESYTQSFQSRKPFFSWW
#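 PI4K2A activity was measured by ADP-Glo luminescence: enzyme (4 ug/mL stock) and phosphatidylinositol (1.2 mM stock) in Tris pH 7.5/MgCl2/EGTA/Triton X-100 buffer were reacted with ATP (300 microM stock) for one hour at ambient temperature.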
# TRHR agonist: TRH receptor (human) agonism | TRHR cells, calcium flux fluo-8, FDSS agonist mode | activation, % at 2 µM | 360,000 tested, 0.18% active; in the data active means activation above about 30%; further: 0% is about no effect
#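 Steps: seed TRHR cells overnight; add fluo-8 no-wash Ca dye, RT 30 min–1.5 h; record 10 s baseline; pin-transfer compounds; monitor fluorescence 1 cycle/s for the agonist window. Calcium increases flag candidate agonists.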
# rTrxR1 inhibitor: inhibitors of rat thioredoxin reductase 1; O89049; recombinant rTrxR1, NADPH fluorescence consumption, selenite substrate; Potency, µM (doses to about 114 µM), for the others: top-dose activity change, negative = inhibition, usual class: inhibitors; 390,000 tested, 1% active; AID 588453; further: potency means the concentration at half of the fitted maximal effect; on the % scale 0 is the no-effect control and ±100 the full control effect; nearly all actives have a fitted effect of over 65% in size
#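 Rat TrxR1 (90 nM in the dispensed reagent) was pre-reduced with 400 uM NADPH for 5 min at room temperature, then incubated with compound for 15 min. After 400 uM selenite was added, NADPH fluorescence (Ex 340/Em 450 nm) was followed for 8 min.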
# USP1-UAF1 inh: inhibitors of human USP1/UAF1 deubiquitinase; AID 743255; 390,000 tested, 0.23% active; Potency, µM (titrated, usually from 57.1 µM), inactives show at the top dose activity change, negative = inhibition, usual class: inhibitors; recombinant USP1/UAF1, Ub-Rhodamine cleavage fluorescence; further: potency means the concentration at half of the fitted maximal effect; on the % scale 0 is the no-effect control and ±100 the full control effect; nearly all actives have a fitted effect of over 60% in size; inactives centre near -12
#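 High-throughput fluorogenic screen: 1nM USP1/UAF1 complex, Ub-Rho substrate 150nM final, 50mM HEPES pH 7.8 with 0.5mM EDTA, 0.1 mg/ml BSA, 1mM TCEP and 0.01% Tween-20.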
# D2 antagonist: D2 dopamine receptor (human) antagonism; inhibition, % at 10 µM; HEK293 TREx D2 cells, calcium flux, dopamine EC80; P14416; AID 485344; 340,000 tested, 2% active; in the data active means inhibition above about 30%; further: 0% is about no effect
#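 Read-out: kinetic calcium fluorescence (1 cycle/s) in inducible HEK293 T-REx D2 cells after an EC80 dopamine addition that followed 180 s compound preincubation. Loss of the dopamine response indicates antagonism.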
# TrxR1 substrate: is turned over as a substrate by rat TrxR1; Potency, µM (top dose mostly 114 µM), without a hit: at the top dose activity change, negative = substrate turnover; 390,000 tested, 0.01% active; O89049; purified TrxR1 substrate turnover, NADPH consumption readout; AID 588456; further: potency means the concentration at half of the fitted maximal effect; on the % scale 0 is the no-effect control and ±100 the full control effect; nearly all actives have a fitted effect of over 50% in size
#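 Rat TrxR1, dispensed at 90 nM, was prereduced with 400 uM NADPH (final) for 5 min at ~22 deg C, then incubated with compound 15 min before 400 uM selenite. A first-read NADPH fluorescence drop versus no-compound background flagged substrates.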
# D2 agonist: D2 dopamine receptor (human) agonism. AID 485358. activation, % at 2 µM. 340,000 tested, 0.53% active. HEK293 T-REx D2 cells, calcium flux agonist mode. P14416;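 active means activation over 3 SD above normal in the single-dose calcium agonist read, cut at about 30% in these data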; further: 0% is about no effect
#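 Agonism scored from kinetic calcium signal (1 read/sec, 180 s) following compound pin transfer, after a 10 s baseline. Cells: HEK293 Trex line expressing inducible D2 receptor coupled to calcium, dye-loaded after overnight culture at 30 C.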
# TRHR enhancer: allosteric enhancers of human TRH receptor | P34981 | TRHR cells, fluo-8 calcium fluorescence, EC20 TRH enhancement | enhancement, % at 2 µM | 360,000 tested, 0.66% active; in the data active means enhancement above about 30%; further: 0% is about no effect
#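 Enhancer read-out: after compound pinning and an initial kinetic agonist-mode read, an EC20 of TRH (10 nM final) was injected and fluo-8 calcium signal (Ex 480/Em 530) followed at 1 s/cycle for 100 cycles in TRHR-expressing cells.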
# mIDH1 inhibitor: human IDH1 R132H inhibition; O75874; IDH1-R132H enzyme, NADPH consumption, diaphorase/resazurin fluorescence; Potency, µM (highest dose often 76.6 µM), inactives show at the top dose activity change, negative = inhibition, most hits filed as inhibitors; 390,000 tested, 0.093% active; further: potency means the concentration at half of the fitted maximal effect; on the % scale 0 is the no-effect control and ±100 the full control effect; nearly all actives have a fitted effect of over 65% in size
#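 IDH1-R132H (0.5 ug/mL) preincubated 30 min with compound, then NADPH (0.016 mM) and alpha-KG (2 mM) added; 80 min at RT, pH 7.5. Remaining NADPH coupled via diaphorase/resazurin to fluorescence (540/590 nm); concentration-response curves normalized to no-enzyme control.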
# Starred values were filed as active, the others as inactive; ? = inconclusive; . = not tested or not shown; [ ] = remark or other dose. Unless noted, the call rests on the fitted dose curve; in most records, active means well fitted inhibition curve with a large enough effect; inconclusive means small, poorly fitted or top-dose-only effect; inactive means no such curve, though single readings can be large or run the other way. Not a hit list; overall some 3.9% were active at least once.
# Under each structure – PI4K2A inh	TRHR agonist	rTrxR1 inhibitor	USP1-UAF1 inh	D2 antagonist	TrxR1 substrate	D2 agonist	TRHR enhancer	mIDH1 inhibitor
1. O=C(N/N=C/c1cn(-c2ccccc2)nc1-c1cc2ccccc2o1)c1ccncc1
  2	0.1	-9%	-10%	-7	-1%	-1.8	0	5%
2. Cn1cc(CCC(=O)N2CCCC(CCC(=O)NCc3ccccc3F)C2)cn1 (stereo unspecified)
  4	0.1	7%	-6%	-20	0%	0.3	-4	4%
3. COC(=O)c1cc2occc2n1CC(=O)Nc1ccc(N(C)C)cc1
  -1	-0.3	6%	-11%	.	1%	-0.5	-2	18%
4. CC1(C)OC(=O)C(=NNc2ccccc2C(=O)O)C(=O)O1
  4	-0.1	-19%	2%	-9	-21%	-0.8	6	5%
5. COc1ccc(C(=O)/C=C/Nc2cc(C)ccn2)cc1
  -24	0.8	-22%	-15%	-5	-6%	-0.8	-2	19%
6. CCOc1ccc(/C=C/C(=O)NC2CCCCC2)cc1
  0	-0.2	6%[57.1 µM]	?	-2	5%[57.1 µM]	0.7	1	3%
7. COc1ccc(NS(=O)(=O)c2cc3c4c(c2)CCN4C(=O)CC3)c(OC)c1
  -9	-0.3	4%	-14%	7	-5%	-0.3	-5	10%
8. CCC(CO)Nc1ncnc2onc(-c3ccc(F)cc3)c12 (stereo unspecified)
  2	-0.1	1%	-7%	13	-7%	0.4	40*	-6%
9. CCCc1nc(Cl)c(C#N)c2c1CCCC2
  -3	0.0	32%	4%	11	-18%[57.1 µM]	0.5	0	8%
10. O=C(O)c1ccccc1
  3	.	8%	-9%	.	7%	.	.	2%
11. C=CCNC(=S)NNC(=O)Cn1c(-c2ccccc2)cc(=O)n2ncnc12
  6	0.6	?	-6%	14	-6%	-0.1	-7	-4%
12. COCCC(=O)N1CCC(Oc2ccc(C(=O)NCc3ccon3)cc2)CC1
  3	0.2	10%	-13%	-5	-1%	0.6	-3	-3%
13. Cc1ccc(-c2cc(C(=O)NCCCN3CCOCC3)c3ccc(Cl)c(C)c3n2)cc1
  -1	0.9	-14%	-18%	0	-7%	0.5	0	-3%
14. COc1ccc(NC(=O)C2CCN(c3nnnn3-c3ccccc3)CC2)cc1
  -1	-0.7	6%[57.1 µM]	-15%	2	12%[57.1 µM]	0.1	-5	3%
15. COc1ccc(OC)c(C(=O)CSc2nnc(-c3cccnc3)n2C)c1
  -1	-0.2	?	-18%	-15	5%	-0.5	3	6%

# An excerpt of these results, with one line to a screen:
11) C=CCNC(=S)NNC(=O)Cn1c(-c2ccccc2)cc(=O)n2ncnc12
12) COCCC(=O)N1CCC(Oc2ccc(C(=O)NCc3ccon3)cc2)CC1
13) Cc1ccc(-c2cc(C(=O)NCCCN3CCOCC3)c3ccc(Cl)c(C)c3n2)cc1
14) COc1ccc(NC(=O)C2CCN(c3nnnn3-c3ccccc3)CC2)cc1
15) COc1ccc(OC)c(C(=O)CSc2nnc(-c3cccnc3)n2C)c1

assay / entry | 11 | 12 | 13 | 14 | 15
PI4K2A inh | 6 | 3 | -1 | -1 | -1
TRHR agonist | 0.6 | 0.2 | 0.9 | -0.7 | -0.2
rTrxR1 inhibitor | ? | 10% | -14% | 6%[57.1 µM] | ?
USP1-UAF1 inh | -6% | -13% | -18% | -15% | -18%
D2 antagonist | 14 | -5 | 0 | 2 | -15
TrxR1 substrate | -6% | -1% | -7% | 12%[57.1 µM] | 5%
D2 agonist | -0.1 | 0.6 | 0.5 | 0.1 | -0.5
TRHR enhancer | -7 | -3 | 0 | -5 | 3
mIDH1 inhibitor | -4% | -3% | -3% | 3% | 6%

# (next part)
# Under each structure – PI4K2A inh	TRHR agonist	rTrxR1 inhibitor	USP1-UAF1 inh	D2 antagonist	TrxR1 substrate	D2 agonist	TRHR enhancer	mIDH1 inhibitor
16. O=C(NCCN1CCOCC1)C(=O)NCC1OCCN1S(=O)(=O)c1ccccc1 (stereo unspecified)
  8	0.8	4%	-3%	-15	2%	0.6	2	3%
17. O=C(C1CCCN(Cc2ccccc2F)C1)N1CCCCC1 (stereo unspecified)
  5	0.7	19%[57.1 µM]	-17%	-8	-8%[57.1 µM]	0.3	-4	1%
18. Cc1ccc(-c2cc(=O)[nH]c3ccccc23)cc1
  -5	.	13%[57.1 µM]	-20%	.	-7%	.	.	2%
19. CC(CC(C)C(=O)Nc1ccccc1C(C)(C)C)C(=O)O (stereo unspecified)
  6	0.0	19%[57.1 µM]	-3%	-2	-10%	0.6	2	1%
20. CCCCCNC(=O)c1cc(S(=O)(=O)N2CCCC2)ccc1F
  4	-0.3	-6%	-14%	9	-9%	-0.9	-5	-2%
21. CCC(C)(C)n1nnnc1C(c1ccc(O)c(OC)c1)N1CCc2ccccc2C1 (stereo unspecified)
  4	0.4	0.079µM*	-10%	35*	7%	0.4	-5	11%
22. CC(C)Oc1cccc(C(=O)C2CCCN(C(=O)c3noc4c3CCCC4)C2)c1 (stereo unspecified)
  2	-4.2	10%	-9%	-2	3%	0.5	0	13%
23. Cc1cc(/C=N/n2cnnc2)c(C)n1-c1ccc2c(c1)OCO2
  0	0.2	4%	4%	-1	-5%	0.2	-2	12%
24. O=C(COC(=O)c1ccc(S(=O)(=O)NCc2ccco2)cc1)NCc1ccc(F)cc1
  1	1.2	-10%	-8%	-11	-4%	0.5	0	-15%
25. CCOc1ccc(N2CC(c3nc4ccccc4n3Cc3cccc(Cl)c3)CC2=O)cc1 (stereo unspecified)
  1	0.5	21%	-21%	.	-1%	1.8	0	-5%
26. Cn1cccc1Cc1nnc(SCC(=O)N2CCCc3ccccc32)n1-c1ccc(F)cc1
  2	0.3	-8%[57.1 µM]	-5%	2	2%[57.1 µM]	-1.3	0	-7%

# Quoted from the listing.
# rTrxR1 inhibitor with COc1ccc(NS(=O)(=O)c2cc3c4c(c2)CCN4C(=O)CC3)c(OC)c1 reads 4%
# D2 antagonist with CCCc1nc(Cl)c(C#N)c2c1CCCC2 reads 11
# mIDH1 inhibitor with COC(=O)c1cc2occc2n1CC(=O)Nc1ccc(N(C)C)cc1 reads 18%
# TRHR enhancer with CC1(C)OC(=O)C(=NNc2ccccc2C(=O)O)C(=O)O1 reads 6
# TRHR enhancer with CCOc1ccc(/C=C/C(=O)NC2CCCCC2)cc1 reads 1
